Bioassay records from PubChem BioAssay.
TRPC4 potent = positive allosteric modulators of TRPC4, primary screen, cell-based, mouse TRPC4beta, HEK293 mu-opioid, Fluo-4 calcium. B-score at 10 µM. DAMGO EC20, Fluo-4 Ca2+ flux; active compounds read high. actives 0.42% (n = 310,000). AID 2227, 2009. Short transient receptor potential channel 4 (Mus musculus), Q9QUQ5;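 active = B-score of calcium response area above 5 SD of library B-scores, with initial fluorescence ratio within 5 SD of library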;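 also: B-score of integrated fluorescence ratio over time as area under calcium response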
MrgX1 antag = antagonists of human MrgX1 receptor, primary screen, HEK293 cells, Fluo-4 calcium flux | actives 1.3% (n = 310,000) | B-score at 10 µM | BAM8-22 antagonism; active compounds read low | Mas-related G-protein coupled receptor member X1 (Homo sapiens), Q96LB2;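 active = calcium-response B-score plate-corrected more than 3 library SD below zero, starting fluorescence within 5 deviations, no agonist response on first addition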;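 also: peak minus trough fluorescence over baseline after final BAM8-22 challenge near maximal dose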
aSyn 5UTR inh = MLPCN primary screen, SNCA 5' untranslated region; alpha-synuclein 5'UTR reporter, inhibitor activity; inhibition, % (tested at 7.5 µM); actives 0.82% (n = 300,000); AID 1813, 2009; in the data active = inhibition above about 60%;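 also: H4 neuroglioblastoma cells stably carrying SNCA 5'UTR luciferase fusion; 0% = DMSO wells and 100% = positive control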
IEC-6 tox = cytotoxicity in IEC-6 intestinal epithelial cells, primary screen, cytotoxicity control for KLF5 inhibitor project, cell-based, luminescence; IEC-6 cytotoxicity, luminescence viability; inhibition, % at 5 µM; actives 0.78% (n = 290,000); in the data active = inhibition above about 22%;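 also: 0% = plate median of test compound wells and 100% = cytotoxic reference compound wells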
TRPC4 block = inhibitors of mouse TRPC4 channel, primary screen, Fluo4 calcium, HEK293 TRPC4beta/mu-opioid cells. AID 2247, 2010. DAMGO-evoked Fluo4 calcium flux; active compounds read low. actives 0.39% (n = 300,000). Short transient receptor potential channel 4 (Mus musculus), Q9QUQ5. B-score at 10 µM;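 active = B-score over 3 SD under the library average, no early fluorescence shift, positive overall ratio signal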
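Assay system: HEK293 cells with stable TRPC4beta plus mu-opioid receptor expression. Dosing: single dose. Measured by: Fluo4 Ca2+ flux fluorescence. Also added: DAMGO in two steps, submaximal then maximal. Read-out: B score from integrated Fluo4 fluorescence ratio.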
SKKanGAS inh = S. pyogenes SKKanGAS growth inhibitors in kanamycin, primary screen, streptokinase expression inhibitor project, SKKanGAS strain, BacTiter-Glo luminescence; 6 h; inhibition, % at 7.5 µM; actives 1.3% (n = 300,000); AID 1662, 2009;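 active = mean replicate score, as percent of positive control median, at least 50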;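 also: strain carries kanamycin resistance gene driven by streptokinase promoter and grows in 40 µg/ml kanamycin; loss of luminescence reflects streptokinase promoter inhibition or plain growth inhibition; 0% = median of DMSO wells and 100% = positive control at its reference dose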
HIF act = HIF pathway transcriptional activators, primary screen, cell-based, U2OS HRE-luciferase, luminescence; activation, % at 7.5 µM (by protocol); actives 0.32% (n = 300,000); U2OS HRE-luciferase reporter; normalized: DMSO 0%, desferrioxamine 100%;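 active = mean activation of at least 10% of the iron chelator positive control signal, with at least half of replicates also reaching 10%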
TRPC6 act = mouse TRPC6 channel activators, primary screen, cell-based, HEK293, membrane potential dye; Short transient receptor potential channel 6 (Mus musculus), Q61143; HEK293-TRPC6 membrane potential dye fluorescence; active compounds read high; B-score at 10 µM; actives 0.13% (n = 310,000);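 active = B-score of the integrated fluorescence ratio above library mean plus 3 SD, and starting fluorescence ratio within library mean plus 5 SD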;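 also: higher score means more depolarization so channel activation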
Target sequence (Q61143 whole entry, looked up): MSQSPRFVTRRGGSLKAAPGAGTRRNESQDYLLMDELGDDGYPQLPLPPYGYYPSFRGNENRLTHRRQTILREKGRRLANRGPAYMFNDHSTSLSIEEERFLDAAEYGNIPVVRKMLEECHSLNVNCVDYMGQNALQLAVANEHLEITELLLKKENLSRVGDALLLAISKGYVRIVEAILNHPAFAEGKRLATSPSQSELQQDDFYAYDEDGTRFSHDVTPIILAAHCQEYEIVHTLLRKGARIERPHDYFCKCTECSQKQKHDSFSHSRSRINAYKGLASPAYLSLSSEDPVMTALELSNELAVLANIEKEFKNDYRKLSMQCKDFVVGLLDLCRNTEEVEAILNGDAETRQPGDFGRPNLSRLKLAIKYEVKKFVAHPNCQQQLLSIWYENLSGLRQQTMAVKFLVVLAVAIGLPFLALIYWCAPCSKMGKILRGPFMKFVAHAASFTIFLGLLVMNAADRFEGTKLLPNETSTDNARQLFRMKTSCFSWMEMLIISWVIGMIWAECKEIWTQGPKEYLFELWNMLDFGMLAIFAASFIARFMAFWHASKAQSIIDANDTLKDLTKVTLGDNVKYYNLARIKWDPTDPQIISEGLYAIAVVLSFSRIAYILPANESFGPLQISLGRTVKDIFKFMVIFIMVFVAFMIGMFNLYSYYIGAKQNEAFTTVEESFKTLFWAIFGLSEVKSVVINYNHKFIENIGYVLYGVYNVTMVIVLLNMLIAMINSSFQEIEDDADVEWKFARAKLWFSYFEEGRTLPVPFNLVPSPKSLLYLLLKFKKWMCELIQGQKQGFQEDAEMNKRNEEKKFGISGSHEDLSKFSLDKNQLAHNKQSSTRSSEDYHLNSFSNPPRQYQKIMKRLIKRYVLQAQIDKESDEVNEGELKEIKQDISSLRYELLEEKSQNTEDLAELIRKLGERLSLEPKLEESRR
TRPC4 act = activators of mouse TRPC4 channel, primary screen, Fluo4 calcium, HEK293 TRPC4beta/mu-opioid cells | Short transient receptor potential channel 4 (Mus musculus), Q9QUQ5 | Fluo4 calcium fluorescence; active compounds read high | B-score at 10 µM | actives 0.49% (n = 310,000);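 active = B-score above 5 SD of library B-scores, and initial fluorescence ratio not above library mean plus 5 SD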;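 also: positive B-score marks a calcium rise read as TRPC4 activation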
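Assay system: HEK293 stable line with TRPC4beta plus mu-opioid receptor; schedule: 45 min room-temperature Fluo4 loading, 110 s read; technique: kinetic Fluo4 calcium fluorescence; evaluation: integrated baseline-normalised fluorescence ratio, converted to per-well B score; controls: buffer (low) and maximal DAMGO (high)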
TRPC6 inh = mouse TRPC6 channel inhibitors, primary screen, cell-based, HEK293, membrane potential dye | ACh-evoked depolarization; active compounds read low | B-score at 10 µM | actives 1.1% (n = 310,000);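 active = B-score under library mean minus 3 SD, initial fluorescence not abnormally high, positive integrated signal ratio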;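 also: B-score derived from integrated fluorescence ratio over the kinetic read; more negative B-score means stronger inhibition of depolarization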
KLF5 inhibitor = KLF5 expression inhibitors, primary screen, DLD-1 cells, luminescence | DLD-1 KLF5 promoter-luciferase reporter | inhibition, % at 5 µM | actives 0.23% (n = 290,000);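 active = inhibition above a per-plate limit of that plate's mean compound inhibition plus 3 SD, cut at about 60% in these data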;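 also: 0% = DMSO wells and 100% = LY294002 at 200 µM; higher means less KLF5 promoter-driven luciferase light; inactives centre near -14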
* = called active by the depositor; i = inactive; x = no result given.

SMILES	TRPC4 potent	MrgX1 antag	aSyn 5UTR inh	IEC-6 tox	TRPC4 block	SKKanGAS inh	HIF act	TRPC6 act	TRPC4 act	TRPC6 inh	KLF5 inhibitor
CC(OC(=O)CC(NC(=O)c1ccccc1Cl)c1ccccc1)C(=O)Nc1cccc(Cl)c1Cl (stereo not drawn)	i	i	33	0	i	6	-0.5	i	i	i	-10
COC(=O)N=Nc1c(O)n(Cc2ccccc2)c2ccccc12	i	i	15	7	i	2	0.4	i	i	i	-22
CCn1nc(C(=O)Nc2ccccc2C)c(Cl)c1Cl	i	i	-38	4	i	-5	-0.3	i	i	i	-39
CN(C)c1nc(C=C(C#N)C#N)c(Cl)n1-c1ccc(F)cc1	i	x	16	-1	i	5	-7.2	i	i	i	0
S=C(NCCCN1CCOCC1)Nc1cccc(-c2nnc3n2CCCCC3)c1	i	i	-8	1	i	-16	-0.4	i	i	i	12
O=C1CC(N2CCN(c3ccc(Cl)c(Cl)c3)CC2)C(=O)N1 (stereo not drawn)	i	i	-2	1	i	11	0.7	i	i	i	7
COc1ccc(OC)c(NC(=O)Cc2coc3cc(C)cc(C)c23)c1	i	i	14	0	i	4	-0.6	i	i	i	-11
CS(=O)(=O)N(CC(=O)O)Cc1cccc(CN(CC(=O)O)S(C)(=O)=O)c1	i	i	-20	0	i	1	-2.4	i	i	i	-23
Cc1[nH]c2ccccc2c1C(=O)COC(=O)CCS(=O)(=O)c1ccccc1Cl	i	i	17	0	i	30	-0.1	i	i	i	-2
O=C1CCc2cc(S(=O)(=O)N3CCN(c4cccc(C(F)(F)F)c4)CC3)ccc2N1	i	i	9	3	i	-15	-0.6	i	i	i	-1
O=C(/C=C/c1ccc2c(c1)OCO2)Nc1cccnc1	i	i	-7	2	i	-6	11*	i	i	i	-20
Brc1ccccc1-c1nnc(COc2ncnc3c2cnn3-c2ccccc2)o1	i	i	4	-4	i	8	0.2	i	i	i	-41
O=C(c1ccco1)N1CCN(C(=O)C2CC(c3ccc(Cl)c(Cl)c3)=NO2)CC1 (stereo not drawn)	i	i	14	-2	i	2	-0.4	i	i	i	-53
COC(=O)CCCC1=CC2=CC(=O)C(C)(OC(=O)c3cccs3)C(=O)C2=CN1CCN1CCOCC1 (stereo not drawn)	i	i	20	x	i	3	-0.6	i	i	i	x
CCOC(=O)COC(=O)c1ccc(Oc2cc(C)nc(SC)n2)cc1	i	i	-17	-1	i	2	-0.9	i	i	i	-17
COCCOC(=O)c1c(NC(=O)CNc2ccc(C)c(F)c2)sc(C(N)=O)c1C	i	i	-16	-3	i	-13	0.4	i	i	i	-2
COc1ccc(/C=C/C(=O)N(CC(C)C)CC(C)C)cc1Br	i	i	x	6	i	0	x	i	i	i	4
COC(=O)c1ccc(OC)c(CSc2nnc(COc3cccc(C)c3)o2)c1	i	i	2	5	i	-10	-0.4	i	i	i	0
Cc1cc(C)c(NC(=O)CCCOC(=O)C2=COCCO2)c(C)c1	i	i	2	2	i	-7	-0.2	i	i	i	25
Cc1ccnc(NC(=O)CCNC(=O)c2ccccc2Cl)c1	i	i	-103	2	i	-2	4.1	i	i	i	-49
Cc1cccc(C(=O)Oc2ccc(/C=N/NC(=O)Cc3ccc([N+](=O)[O-])cc3)cc2)c1	i	i	-11	3	i	-2	0.5	i	i	i	6
CCOC(=O)c1sc(Nc2ccc(F)cc2)nc1C	i	i	-27	3	i	5	3.0	i	i	i	-16
Cc1ccc(C(=O)Nc2nc3ccccc3s2)s1	i	i	-34	7	i	-1	1.4	i	i	i	-120
Cc1ccc(-c2nnn(C/C(N)=N/O)n2)cc1	i	i	-3	3	i	-2	0.3	i	i	i	-37
COc1cccc(NC(=O)c2cc(=O)c3ccccc3o2)c1	i	i	-72	2	i	0	3.5	i	i	i	-51

(cont.)
SMILES	TRPC4 potent	MrgX1 antag	aSyn 5UTR inh	IEC-6 tox	TRPC4 block	SKKanGAS inh	HIF act	TRPC6 act	TRPC4 act	TRPC6 inh	KLF5 inhibitor
COC(=O)C1=C(N)Oc2cc(C)n(Cc3ccncc3)c(=O)c2C1c1cccnc1 (stereo not drawn)	i	i	1	4	i	6	-0.4	i	i	i	-4
COc1ccc(C(=O)COC(=O)CNC(=O)C2CCCCC2)c(OC)c1	i	i	3	-7	i	-2	-0.2	i	i	i	-19
Cc1cccc(C(=O)c2cn[nH]c2-c2ccc(C)cc2O)c1	i	i	1	1	i	0	-7.0	i	i	i	-47
Cc1ccc2cc(C(=O)O)c(C)nc2c1	i	i	11	-4	i	1	-0.2	i	i	i	-9
CCOc1ccc(-c2cc(NC(=O)c3c(F)cccc3F)c(C(=O)O)s2)cc1	i	i	6	-2	-5*	46	-54	i	i	i	-31
COc1ccc2cc(C(=O)C3CCCN(C(=O)c4snnc4C)C3)ccc2c1 (stereo not drawn)	i	i	15	1	i	3	0.1	i	i	i	-38
CCCCN(CC)S(=O)(=O)c1ccc2c(c1)n(C)c(=O)c(=O)n2C	i	i	-2	-6	i	0	0.2	i	i	i	-7
Cc1nn(Cc2c(Cl)cccc2Cl)c(C)c1NC(=O)CCCn1nc([N+](=O)[O-])c(Cl)c1C	i	i	38	2	i	-7	-0.6	i	i	i	-15
O=C1NC(c2ccccc2)=CC(c2ccccc2O)N1 (stereo not drawn)	i	i	9	x	i	1	0.2	i	i	i	x
CN1CCC(N2CCN(c3cccc(C(F)(F)F)c3)CC2)CC1	i	i	6	5	i	1	-0.3	i	i	i	-18
CN(C)/C=N/c1c(C#N)cnn1-c1ncnc2sc(-c3ccccc3)cc12	i	i	14	8	i	-4	-0.1	i	i	i	3
CC(C)(C)N(Cc1ccccc1)C(=O)COC(=O)CSc1ccc([N+](=O)[O-])cc1	i	-9.9*	14	x	i	-5	-0.1	i	i	i	x
Cc1ccc(N2C(=O)c3ccccc3NC2c2ccccc2O)cc1 (stereo not drawn)	i	i	-39	-3	i	1	-1.4	i	i	i	-118
COc1ccc2ccccc2c1/C=N\NC(=O)c1ccc(C)s1	i	i	x	-1	i	x	x	i	i	i	-37
CC1CCN(S(=O)(=O)c2ccc(NC(=O)CN3CCCCCC3)cc2)CC1	i	i	6	0	i	-2	-1.3	i	i	i	0
O=C(CS(=O)(=O)c1cn(CC(=O)N2CCCC2)c2ccccc12)Nc1ccccc1	i	i	26	2	i	2	0.6	i	i	i	-5
O=C(Nc1ccnn1C1CCN(CCCc2ccccc2)CC1)c1cccc(F)c1	i	i	-4	5	i	-3	-0.1	i	i	i	-34
COc1cc(/C=C(\C#N)c2nc3ccccc3[nH]2)cc(Br)c1OCc1ccc(F)cc1	i	i	-12	7	i	14	2.5	i	i	i	1
Cc1cccc(CN2C3=NCCCN3c3ccccc32)c1	i	i	17	1	i	-2	-0.6	i	i	i	-33
Cn1nc(C(=O)NCc2cccnc2)c2ccccc2c1=O	i	i	-10	3	i	44	0.3	i	i	i	-4
COc1ccc(CN2CCNC(=O)C2CC(=O)NCCCC2CCCC2)c(F)c1 (stereo not drawn)	i	i	-14	4	i	3	0.2	i	i	i	-14
O=C(Nc1ccccc1)C1C2/C=C\CCCCC21 (stereo not drawn)	i	i	-58	2	i	8	0.1	i	i	i	-31
CC1CCCCN1C(=O)COC(=O)c1ccc(=O)n(Cc2ccccc2)n1 (stereo not drawn)	i	i	3	x	i	-4	0.1	i	i	i	x
Cc1c(C(=O)NC2CCN(Cc3ccccc3)C2)oc2c(Cl)cccc12 (stereo not drawn)	i	i	31	-2	i	-1	0.0	i	i	i	-16
COc1ccccc1CNC(=O)CSc1nc(N)c(C#N)c(-c2cccs2)c1C#N	i	i	12	7	i	2	-35	i	i	i	-12

Reprinted from the part before: 6 compounds; new compounds follow.
SMILES	TRPC4 potent	MrgX1 antag	aSyn 5UTR inh	IEC-6 tox	TRPC4 block	SKKanGAS inh	HIF act	TRPC6 act	TRPC4 act	TRPC6 inh	KLF5 inhibitor
Cn1nc(C(=O)NCc2cccnc2)c2ccccc2c1=O	i	i	-10	3	i	44	0.3	i	i	i	-4
COc1ccc(CN2CCNC(=O)C2CC(=O)NCCCC2CCCC2)c(F)c1 (stereo not drawn)	i	i	-14	4	i	3	0.2	i	i	i	-14
O=C(Nc1ccccc1)C1C2/C=C\CCCCC21 (stereo not drawn)	i	i	-58	2	i	8	0.1	i	i	i	-31
CC1CCCCN1C(=O)COC(=O)c1ccc(=O)n(Cc2ccccc2)n1 (stereo not drawn)	i	i	3	x	i	-4	0.1	i	i	i	x
Cc1c(C(=O)NC2CCN(Cc3ccccc3)C2)oc2c(Cl)cccc12 (stereo not drawn)	i	i	31	-2	i	-1	0.0	i	i	i	-16
COc1ccccc1CNC(=O)CSc1nc(N)c(C#N)c(-c2cccs2)c1C#N	i	i	12	7	i	2	-35	i	i	i	-12
C/C(=N\NC(=O)COc1ccc([N+](=O)[O-])cc1)C(C)(C)C	i	i	-26	1	x	8	0.0	i	i	i	-18
Cc1cccc(NC(=O)COC(=O)c2ccc([N+](=O)[O-])o2)c1C	i	i	1	6	i	3	0.0	i	i	i	1
CCCCC(O)(CCCC)C(=O)N/N=C(\C)c1ccc(Cl)cc1	i	i	-18	-1	i	-15	0.0	i	i	i	-20
CC(=O)n1nc(-c2ccccc2)nc1NCc1ccc(N(C)C)cc1	i	i	-131	3	i	-5	1.7	i	i	i	-37
N#C/C(=C\c1cn(Cc2ccc(F)cc2)c2ccccc12)C(=O)NCc1ccco1	i	i	39	5	i	7	-0.7	i	i	i	20
COc1ccc(CC(=O)Nc2nc(-c3ccc(OC)c(OC)c3)cs2)cc1OC	i	i	14	-1	i	-2	0.0	i	i	i	4
COc1ccc(-n2c(C)n[nH]c2=O)cc1OC	i	i	-7	8	i	-3	-0.7	i	i	i	-21
CN(CCc1ccccn1)C(=S)Nc1ccc(Cl)cc1Cl	i	i	-13	6	i	3	0.8	i	i	i	-8
